Dynein cargo inh: inhibitors of GR-EGFP nuclear translocation, primary screen, dynein cargo transport inhibitor project, imaging, high-content, 3617.4 mouse cells; test concentration mostly 20 µM; stimulated with dexamethasone, 1 µM; stronger effect = lower value; z-score, hits read low; hit rate 0.47% among 220,000; AID 1381, 2008;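 active = plate z-score of nuclear minus cytoplasmic receptor signal below a set negative limit, without overly bright fluorescence or cell loss, cut at about -3.5 in these data, passing the limit was not always enough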;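 note: z-score of nuclear minus cytoplasmic ring GR-EGFP intensity difference per well; some compounds called inactive have numbers as strong as hits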
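Buffer or medium: tet-free, stripped-serum medium; reagent: dexamethasone at 1.0 µM final, 30 min; incubation: 48 h induction, 1 h compound, 30 min dex at 37 °C; measured by: formaldehyde fixation, Hoechst nuclear stain, 10x automated fluorescence imaging; read-out: nuclear-to-cytoplasmic GR-EGFP distribution per well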
Autophagy mod: autophagy modulators in MEF cells, primary screen, imaging, high-content, MEF GFP-LC3 | hit rate 0.98% among 190,000 | MEF GFP-LC3 puncta imaging; test concentration mostly 10 µM | calls only at 10 µM (by protocol) | AID 463193, 2010;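 active = percentage of spot-positive cells more than 3 SD above its plate mean, without a fluorescence outlier flag or 80% toxicity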;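 note: spot-positive cell cutoff set from DMSO-treated cells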
P. falciparum M1AAP: P. falciparum M1AAP inhibitors, biochemical, fluorogenic H-Leu-NHMec substrate, 1536-well (AID 1445). Aminopeptidase N (Plasmodium falciparum (isolate 3D7)). recombinant M1AAP, H-Leu-NHMec fluorogenic kinetic assay; higher % means a stronger effect. one-dose inhibition, % at 30 µM; IC50 in µM for titrated hits. hit rate 0.42% among 220,000;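 active = primary inhibition above the hit cutoff, then over 50% inhibition at one or more dose response concentrations, cut at about 23% in these data, passing the limit was not always enough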;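 note: plate controls were DMSO full reaction for no effect and no enzyme background for full effect; strong numbers were not always called active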
Ins promoter up: insulin promoter activators in MIN6 cells, imaging, high-content screening, mouse beta cells; MIN6 insulin promoter-GFP reporter; stronger effect = higher value; z-score at 5 µM; hit rate 0.3% among 190,000;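 active = z-score above 3 at 5 µM with at least 500 cells counted in the well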
P. falciparum M17LAP: P. falciparum M17LAP inhibitors, primary screen, biochemical, fluorogenic H-Leu-NHMec substrate, 1536-well (AID 1619) | Leucine aminopeptidase (Plasmodium falciparum (isolate 3D7)) | recombinant M17LAP, H-Leu-NHMec fluorogenic kinetic assay; higher % means a stronger effect | one-dose inhibition, % at 30 µM; IC50 in µM for titrated hits | hit rate 0.38% among 220,000;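 active = compound inhibiting the enzyme by more than half at any dose during confirmatory dose-response retesting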;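 note: plate controls were full reaction with DMSO carrier for no effect and no enzyme background for full effect; strong numbers were not always called active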
Yfh1-depleted yeast: enhancers of respiration in Yfh1-depleted yeast, dose response, Friedreich's ataxia, plus single-dose screen (AID 1465). S. cerevisiae Yfh1-off respiration, WST-1 reduction, 72 h; higher fold induction means a stronger effect. fold induction at 50 µM, or EC50 in µM where a hit was titrated. hit rate 0.074% among 220,000;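 active = fold induction of absorbance versus untreated yeast above a set limit, then at least 30% activation at any dose in follow-up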;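 note: activators that raise dye reduction in frataxin-depleted yeast; strong numbers were not always called active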
CSM14.1 death rescue: rescue of cells from ER stress-induced death, primary screen, 384-well, CSM14.1, thapsigargin, ATP luminescence (AID 1222). CSM14.1 thapsigargin-induced death rescue, ATP luminescence; higher % means a stronger effect. one-dose cellular ATP content (survival), % at 20 µM; EC50 in µM for titrated hits. 190,000 tested, under 10 active;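 active = EC50 below 50 µM in the dose-response confirmation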;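 note: death triggered by thapsigargin at about 15 µM added after 2 h compound pretreatment; cell ATP read after overnight thapsigargin exposure of roughly 18 to 22 hours; normalized against plate controls of thapsigargin alone and 5% DMSO vehicle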
Hep lipid drop: inhibitors of hepatocyte lipid droplet formation, primary screen, imaging, high-throughput imaging, BODIPY stain | AML12 mouse hepatocytes, oleate lipid droplets | inhibition, % at 6.5 µM | hit rate 0.4% among 240,000;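 active = lipid droplet intensity inhibited by at least 50%, with more than 500 cells counted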
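Material: mouse AML12 hepatocyte cell line, fixed after treatment; Timing: compound with oleate, overnight; Technique: high-content imaging of BODIPY-stained droplets and DAPI nuclei; Probe or stimulus: oleate, 100 µM final; Dosing: compound at 6.5 µM only.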
MT stabilize HCS: microtubule stabilizers in HeLa cells, primary screen, imaging, high-content imaging; AID 2205, 2009; % tubulin-high responders, % at 10 µM; HeLa tubulin immunostaining HCS, 24 h; share of cells brighter than vehicle mean+2SD; hit rate 0.83% among 200,000;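 active = plate Z-score above 3 for both tubulin-high and condensed-nucleus cell shares, with cell loss under 80%, at 10 µM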;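 note: anti alpha tubulin signal scored within the nucleus-defined area of each cell; some results filed as inactive read as strong as hits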
Dynein cargo inh cytoplasmic EGFP: also measured in Dynein cargo inh; calls as there; z-score; measured here: cytoplasmic GR-EGFP intensity; stronger effect = higher value
Dynein cargo inh nuclear GR-EGFP: also measured in Dynein cargo inh; calls as there; z-score; measured here: nuclear GR-EGFP intensity;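 lower value marks the stronger effect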
Dynein cargo inh cell count: recorded beside Dynein cargo inh, whose call it bears; z-score; measured here: cell count per field
Ins promoter up cell count: second read-out of Ins promoter up, no call of its own (marks repeat the call); cell count; measured here: cytotoxicity, nuclei count;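 total cells summed across four imaged fields per well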
Hep lipid drop cells 6.5 µM: recorded beside Hep lipid drop, whose call it bears; cell count; measured here: cell count, cytotoxicity flag;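 cells counted across two imaged fields per well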
MT stabilize HCS Hoechst-high %: further read-out of MT stabilize HCS, marked with its call; % Hoechst-high responders; measured here: nuclear condensation Hoechst responders;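 share of cells brighter than vehicle mean plus two SD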
MT stabilize HCS cytotoxicity %: second read-out of MT stabilize HCS, no call of its own (marks repeat the call); toxicity, %; measured here: cytotoxicity by cell density;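 0% = mean cell density of plate MIN control wells and 100% = no cells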
Autophagy mod cell loss 18 h: also measured in Autophagy mod; calls as there; toxicity, %; measured here: cell loss, nuclei count;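 cell loss after 18 h compound exposure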
Numbers without * were called inactive; i = inactive; nt = no result given; & = joins results of further samples.

SMILES	Dynein cargo inh	Dynein cargo inh cytoplasmic EGFP	Dynein cargo inh nuclear GR-EGFP	Dynein cargo inh cell count	Autophagy mod	Autophagy mod cell loss 18 h	P. falciparum M1AAP	Ins promoter up	Ins promoter up cell count	P. falciparum M17LAP	Yfh1-depleted yeast	CSM14.1 death rescue	Hep lipid drop	Hep lipid drop cells 6.5 µM	MT stabilize HCS	MT stabilize HCS Hoechst-high %	MT stabilize HCS cytotoxicity %
Cc1cc(S(=O)(=O)n2cnc3ccccc32)c(C)cc1Cl	0.17	-0.24	0.26	1.5	i	9	-2%	nt	nt	0%	i	-1.3%	-6	723	2.5	2.1	5.7
CCN(CC)S(=O)(=O)c1ccc(S(=O)(=O)N(Cc2ccccn2)Cc2ccco2)cc1	0.17	0.73	0.52	1.7	i	1	-3%	0.94	1598	4%	i	-1.8%	-2	662	1.9	2.1	5.2
Cc1ccc(CCN2C(=O)CCC2(C)C(=O)NCc2cccnc2)cc1 (centres undefined)	0.21	0.53	0.35	0.25	i	-11	16%	-0.91	905	0%	i	-0.1%	nt	nt	2.5	1.1	9.5
Cc1ccc(-n2cccc2/C=C2/NC(=O)N(CC(=O)Nc3cccc(C)c3)C2=O)cc1	0.17	-0.27	-0.25	0.22	i	2	5%	nt	nt	4%	i	0.3%	90*	589*	2.5	4.3	9.6
O=C(Nc1cccc(F)c1)N(Cc1ccc(Cl)cc1)CC(O)C(F)(F)F (centres undefined)	-0.4	0.1	-0.45	-0.058	i	5	2%	-0.14	1781	-7%	i	-4.0%	-12	631	1.3	1.5	5.6
CCOc1ccccc1N/C(=N/c1nc(C)cc(C)n1)NC(=O)Nc1ccc(Cl)c(Cl)c1	1.7	-0.061	1.1	-1.8	i	40	5%	-0.82	1135	2%	i	-1.3%	6	659	3.6	3.0	7.8
O=[N+]([O-])c1ccc2c(OCc3nnc(-c4ccccc4Br)o3)ncnc2c1	-0.37	-0.25	-0.089	0.066	nt	nt	7%	0.34	1334	-4%	i	nt	-11	721	nt	nt	nt
CCP(=O)(c1ccccc1)C(C)(C)O (centres undefined)	-0.7	-0.35	-0.054	-0.3	i	4	1%	-0.09	1321	6%	i	-4.1%	2	777	4.1	2.1	12
Cc1cccnc1NC(=O)c1c(O)c2ccccc2n(C)c1=O	-0.59	-0.18	-0.24	0.67	i	-6	3%	0.19	1107	-14%	i	nt	-14	569	4.4	2.2	4.6
CC(=O)N1CCC(=NNc2ncc(C(F)(F)F)cc2Cl)CC1	-0.9	-0.29	-0.24	1.9	i	38	1%	0.69	1140	0%	i	-1.3%	-3	691	6.2	1.8	9.8
COc1cc(S(=O)(=O)N2CCCC3(CCCCC3)C2)ccc1-n1cnnn1	0.78	-0.2	0.84	-0.75	i	0	-5%	-0.07	1001	3%	i	0.8%	nt	nt	1.5	0.2	43
CCC(c1nnnn1Cc1ccccc1)N(Cc1cc2cc(OC)ccc2[nH]c1=O)CC1CCCO1 (centres undefined)	-0.2	-0.22	0.18	-0.59	i	0	20%	-1	1794	-14%	i	-1.3%	-9	676	2.3	1.7	9.2
N/C(=N\OS(=O)(=O)c1ccc(Br)cc1)c1ccncc1	0.055	-0.18	-0.081	-0.24	i	3	15%	-0.12	1441	8%	i	1.6%	nt	nt	2.3	1.7	3.5
N#Cc1c(/N=C/N2CCCC2)oc(-c2ccccc2)c1-c1ccccc1	-0.25	-0.35	-0.21	1.2	i	22	4%	0.12	1590	1%	i	-3.2%	-14	547	2.3	1.6	11
CCc1ccc(-n2cc(-c3ccc([N+](=O)[O-])cc3)[nH]c2=S)cc1	-0.18	0.4	0.11	0.43	i	26	5%	0.71	1528	-11%	i	-6.3%	0	653	5.4	2.5	6.0
OC(COc1cccc(OCC(O)CN2CCOCC2)c1)CN1CCOCC1 (centres undefined)	1.1&-0.53	-0.34&-0.2	0.34&-0.022	-0.1&0.78	i	4&22	-9%&-2%	-0.22	1361	-7%&4%	i	-1.0%&-1.6%	-3&10	758&718	3.9&3.1	2.3&2.3	9.7&11
CNC(=O)c1cc2ncc(C(F)(F)F)cc2s1	0.57	-0.29	0.29	-0.99	i	38	6%	0.49	1249	2%	i	-1.3%	5	656	1.4	3.0	2.9
C=CCn1c(C)cc(-c2csc(NCC)n2)c1C	-0.096	-0.27	-0.32	0.9	i	5	6%	-1.3	1233	4%	i	-0.1%	2	667	5.3	0.7	9.5
C=CCNc1nc(-c2ccccn2)nnc1-c1ccccc1	0.27	0.098	-0.081	0.15	i	35	-2%	-2.7	563	9%	i	-0.3%	-78	605	4.7	3.4	26
O=C(c1ccc([N+](=O)[O-])cc1)N1CCCC1	-0.95	-0.13	-0.53	0.95	nt	nt	2%	0.7	1328	1%	i	nt	6	693	nt	nt	nt
COc1ccccc1C(=O)NCCNC(=O)c1ccco1	-0.48	-0.21	-0.012	1.6	i	-1	5%	nt	nt	0%	i	0.8%	5	756	3.0	1.1	8.5
O=C(NCCCO)C(=O)NCc1ccncc1	-1	-0.33	0.12	1.2	i	16	2%	0.2	1219	2%	i	-1.2%	5	738	1.6	1.8	6.3
CN(Cc1ccccc1)c1nc2c(c(=O)[nH]c(=O)n2C)n1C	-0.72	-0.15	0.28	0.57	i	-9	3%	-0.45	1290	-6%	i	0.8%	0	722	2.5	3.3	15
c1ccc(Oc2cccc(OCCCCSc3ncccn3)c2)cc1	-0.099	-0.25	0.22	0.44	i	6	0%	0.27	795	-7%	i	2.5%	-8	766	2.2	1.3	1.1
CC(C)(C)n1nnnc1C(c1cccs1)N(Cc1ccccc1)Cc1ccco1 (centres undefined)	-0.094	-0.14	-0.047	-0.25	i	22	17%	-2.9	832	-7%	i	-0.5%	nt	nt	2.2	1.3	3.1

More results:
SMILES	Dynein cargo inh	Dynein cargo inh cytoplasmic EGFP	Dynein cargo inh nuclear GR-EGFP	Dynein cargo inh cell count	Autophagy mod	Autophagy mod cell loss 18 h	P. falciparum M1AAP	Ins promoter up	Ins promoter up cell count	P. falciparum M17LAP	Yfh1-depleted yeast	CSM14.1 death rescue	Hep lipid drop	Hep lipid drop cells 6.5 µM	MT stabilize HCS	MT stabilize HCS Hoechst-high %	MT stabilize HCS cytotoxicity %
O=C(NNS(=O)(=O)c1ccc(F)cc1)c1ccc(S(=O)(=O)N2CCCCC2)cc1	-0.51	-0.22	-0.62	0.44	i	4	2%	0.25	2230	-4%	i	21%	2	479	4.5	2.7	2.1
CC(=O)OC1c2c(ccc3ccc(=O)oc23)OC(C)(C)C1OC(=O)CC(C)C (centres undefined)	-0.81	-0.36	-0.25	0.86	i	-11	nt	0.8	866	nt	nt	8.1%	nt	nt	4.8	3.8	8.0
O=C(CCc1nnc(CCCCc2ccccc2)o1)NCCn1cccn1	0.17	-0.23	-0.038	-0.29	i	-10	-9%	-0.36	1067	0%	i	-0.3%	7	701	1.7	1.9	6.7
Cc1ccc(C(=O)NC2CC(C)(C)NC(C)(C)C2)c(C)c1	-0.31	-0.22	-0.23	0.75	i	7	3%	-0.01	1197	0%	i	0.1%	nt	nt	3.6	1.5	3.5
COc1cc(C2C(C#N)=C(N)Oc3c2oc(CO)cc3=O)cc(OC)c1OC (centres undefined)	0.82	-0.27	0.88	-1.1	i	-12	4%	0.55	1375	0%	i	-0.5%	nt	nt	5.5	2.4	11
O=C(c1ccc(S(=O)(=O)N2CCOCC2)cc1)N1CCN=C1SCc1cccnc1	0.55	-0.18	0.53	-0.58	i	3	2%	0.52	1315	-6%	i	-0.3%	nt	nt	4.6	1.8	1.7
O=C1CCCc2c1cnc1ncnn21	-0.22	-0.35	-0.014	0.8	i	2	2%	0.95	1426	2%	i	-1.9%	-1	618	1.4	1.8	8.3
Cc1cc(-c2csc(N)n2)c(C)n1Cc1ccco1	0.015	-0.29	0.26	0.43	i	-6	9%	-0.13	1286	2%	i	-0.8%	-4	684	0.4	3.4	6.2
Fc1ccc(-c2n[nH]c(=S)n2/N=C/c2c[nH]c3ccccc23)cc1	0.12	-0.13	-0.02	-0.72	i	1	6%	1.3	1464	-6%	i	-1.1%	-5	604	8.5	2.6	1.3
Cc1ccc(-c2cc(Cc3ccccc3)c(=O)[nH]n2)cc1	0.25	-0.27	0.21	-0.042	nt	nt	-3%	nt	nt	-8%	i	nt	10	778	nt	nt	nt
